JMJD2A Tudor = blocks the human JMJD2A Tudor domain | Potency, µM (top dose mostly 114 µM), inactives show at the highest dose activity change, negative = inhibition, usual class: inhibitors | O75164 | 4.4% of 390,000 active | AlphaScreen JMJD2A-Tudor / H3K4me3 peptide binding; note: % is set by controls: 0 for no effect and ±100 for the full control effect; nearly all actives have a fitted effect of over 50% in size
Tb PGK inh = T. brucei PGK inhibition. P07378. PGK/GAPDH coupled, Kinase-Glo luminescence, 60 min. Potency, µM (series often up to 57.5 µM), without a hit: at the highest dose activity change, negative = inhibition, actives largely listed as inhibitors. 0.043% of 380,000 active; note: % is set by controls: 0 for no effect and ±100 for the full control effect; nearly all actives have a fitted effect of over 60% in size
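Luminescent ATP detection (Kinase-Glo Plus) follows a 60-minute room-temperature incubation, with wells lacking PGK as controls. Buffer: 100 mM TEA (pH 7.6), 5 mM MgCl2, 0.01% Tween-20. Coupling enzyme GAPDH (100 nM final) supplies unstable 1,3-BPG in-well.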
HP1b binding inh = HP1-beta chromodomain-methylated histone interaction inhibition | P83916 | 0.56% of 390,000 active | Potency, µM (top dose mostly 114 µM), without a hit: top-dose activity change, negative = inhibition, usual class: inhibitors | AlphaScreen HP1-beta / biotin-H3K9me3 peptide binding; note: nearly all actives have a fitted effect of over 70% in size; inactives centre near 23
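HP1-beta protein (50 nM final) preincubated 30 min at room temperature with biotinylated H3(1-18)K9me3 peptide (50 nM) in PBS pH 7.4, 0.01% Tween-20, then compound added for 30 min. AlphaScreen streptavidin donor/nickel chelate acceptor beads (10 ug/mL final), 30 min dark, luminescence read.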
GLS inhibitor = glutaminase GLS (human) inhibition. O94925. GLS enzymatic activity, qHTS titration. Potency, µM (titrated, usually from 45.5 µM), without a hit: top-dose activity change, negative = inhibition, actives largely listed as inhibitors. 0.21% of 410,000 active. AID 624170; note: % is set by controls: 0 for no effect and ±100 for the full control effect
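hKGA in 45 mM KH2PO4 pH 8.2, 0.02% Tween-20 with pin-transferred compounds; 1 mM L-glutamine (stock) plus glutamate oxidase/HRP/Amplex Red coupling added. Fluorescence read initially and after 30 min at RT.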
Pin1 inhibitor = blocks the human prolyl isomerase Pin1; Q13526; Pin1 FP peptide displacement, HiFluor488, 10 min; Potency, µM (highest dose often 115 µM), without a hit: at the top dose activity, negative = inhibition, most hits filed as inhibitors; 0.009% of 390,000 active; AID 504891; active = well fitted inhibition curve with a large enough effect in the polarisation, with a control signal flat, not every such curve was filed as active; inconclusive = small, poorly fitted or top-dose-only effect, or effect the other way, or a change in a side signal; inactive = no such curve, though single readings can be large or run the other way; the % refers to the polarisation; note: % is set by controls: 0 for no effect and ±100 for the full control effect
POLI inh = blocks human DNA polymerase iota activity. Q9UNA4. Pol iota fluorescent replication assay, 10 min. 1% of 390,000 active. AID 588590. Potency, µM (top dose mostly 115 µM), for the others: at the top dose activity, negative = inhibition, hits mostly inhibitors
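Fluorescent replication assay read twice, at 0 min and 10 min after adding 50 nM (final) substrate. Enzyme (10 nM) and compounds were first incubated 15 min at room temperature; enzyme-free buffer wells were negative controls.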
BAZ2B inh = blocks human BAZ2B; Q9UIF8; AlphaScreen BAZ2B-H3K14Ac peptide displacement; Potency, µM (series often up to 114 µM), for inactives: at the top dose activity change, negative = inhibition, usual class: inhibitors; 4.4% of 360,000 active; note: % is set by controls: 0 for no effect and ±100 for the full control effect; nearly all actives have a fitted effect of over 60% in size
Target sequence (Q9UIF8 whole entry, looked up): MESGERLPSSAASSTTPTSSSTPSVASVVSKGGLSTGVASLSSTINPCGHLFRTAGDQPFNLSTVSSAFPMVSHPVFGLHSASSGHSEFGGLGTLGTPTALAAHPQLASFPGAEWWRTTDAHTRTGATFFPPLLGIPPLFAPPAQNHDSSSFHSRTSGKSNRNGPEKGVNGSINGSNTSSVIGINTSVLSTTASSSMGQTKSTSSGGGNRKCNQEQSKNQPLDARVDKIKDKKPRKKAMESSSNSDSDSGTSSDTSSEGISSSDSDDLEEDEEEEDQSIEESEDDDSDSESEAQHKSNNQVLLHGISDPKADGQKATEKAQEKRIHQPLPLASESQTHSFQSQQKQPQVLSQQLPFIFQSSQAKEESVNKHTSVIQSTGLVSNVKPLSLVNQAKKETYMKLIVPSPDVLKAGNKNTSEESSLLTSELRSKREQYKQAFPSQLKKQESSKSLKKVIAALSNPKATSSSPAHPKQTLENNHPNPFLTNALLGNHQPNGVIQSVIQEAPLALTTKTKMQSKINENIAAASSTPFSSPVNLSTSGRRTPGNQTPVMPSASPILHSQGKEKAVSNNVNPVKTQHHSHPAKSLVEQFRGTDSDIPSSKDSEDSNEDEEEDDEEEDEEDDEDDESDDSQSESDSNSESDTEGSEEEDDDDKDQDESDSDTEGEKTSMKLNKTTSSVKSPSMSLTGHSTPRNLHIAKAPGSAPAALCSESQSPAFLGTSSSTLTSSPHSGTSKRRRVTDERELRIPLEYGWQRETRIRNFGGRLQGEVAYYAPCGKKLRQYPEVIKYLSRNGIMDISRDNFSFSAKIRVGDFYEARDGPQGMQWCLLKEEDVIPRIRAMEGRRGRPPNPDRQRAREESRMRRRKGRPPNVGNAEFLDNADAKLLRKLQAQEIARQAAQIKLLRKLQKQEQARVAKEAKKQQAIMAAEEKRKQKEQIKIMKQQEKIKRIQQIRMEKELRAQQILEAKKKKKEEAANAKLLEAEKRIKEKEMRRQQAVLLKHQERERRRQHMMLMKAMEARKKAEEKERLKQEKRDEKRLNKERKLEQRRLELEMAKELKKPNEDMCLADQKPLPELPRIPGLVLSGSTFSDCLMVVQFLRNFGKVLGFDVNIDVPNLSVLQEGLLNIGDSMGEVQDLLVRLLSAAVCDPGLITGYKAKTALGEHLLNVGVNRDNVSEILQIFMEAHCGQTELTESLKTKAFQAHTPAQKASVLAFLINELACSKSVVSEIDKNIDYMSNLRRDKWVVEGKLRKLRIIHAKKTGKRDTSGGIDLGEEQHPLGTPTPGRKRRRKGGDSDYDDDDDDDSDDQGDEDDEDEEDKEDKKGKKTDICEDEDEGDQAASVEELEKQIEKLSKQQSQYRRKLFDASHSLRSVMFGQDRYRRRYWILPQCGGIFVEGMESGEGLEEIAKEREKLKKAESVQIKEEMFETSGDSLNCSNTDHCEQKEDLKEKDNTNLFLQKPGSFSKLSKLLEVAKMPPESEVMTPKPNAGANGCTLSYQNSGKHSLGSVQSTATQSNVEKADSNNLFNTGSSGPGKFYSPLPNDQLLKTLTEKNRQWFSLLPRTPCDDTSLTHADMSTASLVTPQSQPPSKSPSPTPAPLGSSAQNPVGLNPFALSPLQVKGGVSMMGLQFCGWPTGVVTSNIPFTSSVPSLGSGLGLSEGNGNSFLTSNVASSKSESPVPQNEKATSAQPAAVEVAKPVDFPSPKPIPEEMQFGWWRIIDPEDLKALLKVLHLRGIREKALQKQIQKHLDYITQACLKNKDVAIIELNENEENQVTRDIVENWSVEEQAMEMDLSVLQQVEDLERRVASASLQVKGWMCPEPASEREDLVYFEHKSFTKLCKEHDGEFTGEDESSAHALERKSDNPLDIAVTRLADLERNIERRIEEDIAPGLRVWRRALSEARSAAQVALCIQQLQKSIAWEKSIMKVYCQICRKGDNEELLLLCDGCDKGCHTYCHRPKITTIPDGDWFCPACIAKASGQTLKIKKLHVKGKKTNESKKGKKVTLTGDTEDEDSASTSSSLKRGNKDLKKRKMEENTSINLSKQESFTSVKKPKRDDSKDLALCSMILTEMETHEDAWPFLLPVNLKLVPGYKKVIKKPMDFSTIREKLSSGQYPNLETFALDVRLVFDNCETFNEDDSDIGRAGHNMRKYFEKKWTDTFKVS
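Multi-concentration screen (max 110 uM) measuring displacement of acetylated histone H3 peptide from BAZ2B by AlphaScreen, using 50 nM protein, 50 nM peptide and 10 ug/mL streptavidin donor plus Ni-chelate acceptor beads.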
G9a inh = inhibitors of human histone lysine methyltransferase G9a | Potency, µM (titrated, usually from 102 µM), inactives show top-dose activity, negative = inhibition, hits mostly inhibitors | AID 504332 | G9a H3K9 monomethylation, AlphaScreen, 2 h | 8.8% of 350,000 active; note: % is set by controls: 0 for no effect and ±100 for the full control effect; nearly all actives have a fitted effect of over 75% in size
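Methyltransferase reactions run at room temperature for 2 h (20 nM enzyme, 500 nM biotin-H3K9 peptide, 20 uM SAM) after a 15 min compound preincubation; product detected by AlphaScreen beads and anti-H3K9me1 antibody.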
BLM helicase inh = Bloom syndrome helicase (human) inhibition | recombinant BLM DNA unwinding, fluorescence dequenching | Potency, µM (top dose mostly 56.1 µM), for inactives: top-dose activity change, negative = inhibition, most hits filed as inhibitors | 0.2% of 350,000 active;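 note: plate controls were vehicle for no effect and no enzyme for full effect; nearly all actives have a fitted effect of over 35% in size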
Active calls of the source: *; i = inactive; ? = inconclusive; nt = not tested or not shown; & = joins results of further samples; [ ] = remark or other dose. Unless noted, calls come from the whole dose curve; as a rule, active = well fitted curve in the direction sought with a large enough effect; inconclusive = small, poorly fitted or top-dose-only effect, or another doubt; inactive = no such curve, though single readings can be large; an effect the other way counts as inactive or inconclusive. Potency is the fitted concentration of half-maximal effect. The list is partial, so the mix of outcomes need not match the whole.

SMILES	JMJD2A Tudor	Tb PGK inh	HP1b binding inh	GLS inhibitor	Pin1 inhibitor	POLI inh	BAZ2B inh	G9a inh	BLM helicase inh
Cc1cc(OCC(=O)NC2CCN(Cc3ccccc3)CC2)c2c(C)cc(=O)oc2c1	-17.6%	-5.8%	56.1%[activator]	-13.4%	47.0%[activator]	19.2%	-2.4%	58.2%[activator]	21.6%
Cc1nc(SCc2ccc(Br)cc2)[nH]c(=O)c1C	-6.1%[11.4 µM]	-10.1%	61.6%[activator]	-12.1%	0.3%	3.3%	5.8%	-45.9%	-3.1%
O=C(NC1CCN(C(=S)NCc2ccco2)CC1)c1cccc(F)c1	1.4%	2.0%	0.7%	-0.4%	2.9%	82.9%[activator]	nt	-5.3%	-0.8%
O=C(OCc1nc2ccccc2s1)c1cccs1	6.3%	5.0%	13.9%	nt	-3.3%	52.4%	-0.7%	21.2%[59 µM]	-2.3%
CCO[C@H]1OC(C(=O)NCc2ccccc2)=C[C@@H](C(C)(C)C)[C@@H]1CCCO	-10.0%	-6.1%	44.8%[activator]	0.6%	-9.9%	33.3%	nt	nt	nt
CN(C)S(=O)(=O)c1cccc(NC(=O)c2ccc3c(c2)OCCO3)c1	-6.2%	-4.4%	18.6%	7.3%	3.9%	14.2%	18.3%	-17.4%[0.501 µM]	nt
COc1cc(NC(=O)CNC(=O)Cn2ccc3ccccc3c2=O)cc(OC)c1OC	-1.4%&-7.2%	-2.1%&3.2%	26.5%&25.3%	4.5%&4.9%	-5.6%&6.1%	28.8%&4.9%	8.1%&13.9%	-10.8%	-0.9%&-4.5%
N/C(=N\NC(=O)c1ccccc1Cl)c1cc2ccccc2oc1=O	-23.4%	0.5%	35.9%	26.4%	8.4%	-8.3%	-14.8%	26.1%	-7.0%
CCn1c(COc2ccccc2OC)nc2ccccc21	-10.0%	i	7.7%	-0.2%	-2.3%	-20.4%	7.6%	23.6%	1.9%
COc1ccc(NC(=O)C2(c3ccc(NC(=O)c4ccc(OC)c(OC)c4)cc3)CCCC2)cc1	-11.5%	2.3%	27.4%	-2.1%	-1.6%	21.8%	4.6%	26.7%[0.501 µM]	-5.0%
CCOC(=O)Nc1c2ccccc2nc2ccccc12	-13.4%	i	21.1%	-3.1%	-0.6%	?	1.9%	-1.7%	29.6%
CCOC(=O)c1sc(N)c(C(=O)OCC)c1C	-9.0%	2.7%	13.0%	-3.5%	3.9%	1.3%[58.9 µM]	-3.0%	7.0%[59 µM]	-5.1%
Cc1ccc(C)n1-c1cccc(S(=O)(=O)N2CCOCC2)c1	-14.1%	-3.0%	26.0%	12.0%	3.3%	117.7%[activator]	-30.1%	19.8%[59 µM]	-1.2%
Cc1scc(C(=O)NNC(=S)NCC2CCCO2)c1C (centres undefined)	3.3%	-1.6%	54.7%[activator]	20.5%	-3.9%	15.5%	-3.2%	26.1%	1.5%
Nc1cc(=O)nc(SCC(=O)Nc2ccccc2)n1CCc1ccccc1	-12.3%	-0.8%	2.0%	-6.8%	3.0%	6.7%	-19.5%	-7.2%[59 µM]	-2.7%
CC(C)(C)c1ccc(C(=O)Nc2ncn[nH]2)cc1	9.3%	-6.8%	30.1%	-5.3%	3.6%	40.9%[activator]	?	?	-2.1%
CNC(=S)NNc1nncc2ccccc12	-22.0%	-0.8%	-14.3%	?	-0.1%	93.3%[activator]	-14.3%	2.51µM*	0.1%
COc1cc(NC(=O)c2ccco2)c(OC)cc1NC(=O)Nc1ccccc1Cl	-14.7%	nt	30.5%[activator]	-1.3%	-1.8%	-10.6%	-29.7%	-38.9%[12.7 µM]	-7.8%
CCOc1ccc(Cl)cc1/C=N/NC(=O)CNC(=O)c1ccccc1	-4.3%	i	34.3%	-7.6%	?	25.3%	1.0%	14.4%[59 µM]	1.6%
COc1ccc(/C=C/C(=O)OCC(=O)N2CCCCCC2)cc1OC	-4.8%	6.9%	17.4%	-11.0%	-6.7%	?	nt	nt	nt

Retrieved one by one from above:
SMILES	JMJD2A Tudor	Tb PGK inh	HP1b binding inh	GLS inhibitor	Pin1 inhibitor	POLI inh	BAZ2B inh	G9a inh	BLM helicase inh
CNC(=S)NNc1nncc2ccccc12	-22.0%	-0.8%	-14.3%	?	-0.1%	93.3%[activator]	-14.3%	2.51µM*	0.1%
CCOC(=O)c1sc(N)c(C(=O)OCC)c1C	-9.0%	2.7%	13.0%	-3.5%	3.9%	1.3%[58.9 µM]	-3.0%	7.0%[59 µM]	-5.1%

Next records follow:
SMILES	JMJD2A Tudor	Tb PGK inh	HP1b binding inh	GLS inhibitor	Pin1 inhibitor	POLI inh	BAZ2B inh	G9a inh	BLM helicase inh
COc1ccc(N2CCC(CNS(=O)(=O)c3cccc(C(F)(F)F)c3)C2)cc1 (centres undefined)	39.8µM*	-12.1%	?	20.5%	12.6%	6.6%	10µM*	?	-6.7%
Cc1cc(C)c(NC(=O)CS(=O)CC(=O)NCCCc2ccccc2)c(C)c1 (centres undefined)	-20.4%	i	21.1%	-6.2%	-4.5%	13.3%	-0.2%	68.9%[activator][59 µM]	0.4%
CCc1cc(C)cc(OCCOc2ccccc2/C=N/NC(C)=O)c1	-20.3%	2.3%	16.9%	-7.2%	-4.4%	?	8.2%	13.8%	-2.9%
NC(=O)c1ccccc1NC(=O)CN1CCN(Cc2ccccc2)CC1	-10.9%	i	22.2%	-10.5%	-2.0%	0.4%	2.4%	1.7%	-0.2%
COc1cc(Cl)c(C)cc1NC(=O)CSCc1nc(-c2ccc(OC)c(OC)c2)no1	-17.2%	i	41.2%[activator]	-7.9%	-1.0%	5.7%	-0.4%	-20.1%[59 µM]	0.4%
CN(c1cccc(NC(=O)c2ccc(Cl)c(S(=O)(=O)N3CCOCC3)c2)c1)S(C)(=O)=O	-12.4%	-1.4%	13.8%	3.8%	-0.9%	18.3%	1.5%	13.8%	0.5%
CC(=C/C(=O)O)/C=C/c1ccc(Cl)o1	-8.2%[11.4 µM]	?	70.8µM*	17.8µM*	nt	7.94µM*	50.1µM*	11.2µM*	85.3%[activator]
COc1ccc(N2CCN(C(=O)CCCn3nnnc3CN3CCOCC3)C(C)C2)cc1 (centres undefined)	-14.6%	i	7.8%	4.8%	-12.4%	36.4%[activator]	-20.7%	?	-0.7%
COc1ccc(NC2=CC(c3ccccc3)N(c3ccc(OC)cc3)C2=O)cc1 (centres undefined)	-35.9%	3.0%	26.2%	11.4%	1.7%	-20.6%	?	nt	-1.6%&-4.0%
O=C(CCSCCC(=O)NN=Cc1ccccc1)NN=Cc1ccccc1	-11.7%	i	28.0%[57 µM]	-5.0%	-11.5%	32.2%[activator]	nt	nt	nt
Cc1cccc(OCC(=O)Nc2ccc(N3CCN(C(=O)c4ccco4)CC3)cc2)c1	-33.3%	2.6%	0.0%	22.8%	-8.0%	13.3%	-37.6%	79.4µM*	-3.0%
Cc1cccc(NS(=O)(=O)c2c(C)n[nH]c2C)c1	-9.0%	1.0%	18.4%	-7.4%	-0.3%	12.9%	11.8%	13.5%	-0.5%
CC(/C=C1\SC(=S)N(NC(=O)c2ccccc2C)C1=O)=C\c1ccccc1	?	-3.7%	?	-1.2%	15.9%	-13.5%	?	28.2µM*	-7.6%
C=C1C(O)C[C@H]2C(=C)CCC3[C@H](OC(=O)[C@]3(O)CO)[C@@H]12 (some centres undefined)	-5.7%	-6.8%	25.1%	12.2%	1.4%	10.3%	3.0%	4.5%	4.4%
CCc1cccc(NC(=O)CSc2nnc(Cc3ccc(OC)cc3)c(=O)[nH]2)c1	2.8%	-0.7%	5.5%	11.5%	2.4%	11.7%	9.5%	50.1µM*	nt
CN(C)c1ccc(NS(=O)(=O)c2ccc(-c3csnn3)cc2)cc1	50.1µM*	-10.7%	?	50.0%[activator]	?	?	56.2µM*	39.8µM*	0.0%
CC1CCN(C(=O)C2(NC(=O)Nc3cccc(F)c3)CCCCC2)CC1	-2.5%	-4.8%	26.8%	6.5%	-0.8%	10.7%	3.2%	21.8%[59 µM]	0.9%
Nc1ccc2c(c1)C(=O)N(CC1CCCO1)C2=O (centres undefined)	10.2%[57.1 µM]	-0.7%	37.1%	-4.7%	-19.1%	-7.0%	-7.0%	?	-3.0%
Cc1ccc(NC(=O)COC(=O)c2ccc(S(=O)(=O)N3CCCC3)cc2)cc1	-11.0%	-4.5%	16.8%	-4.6%	2.2%	-5.5%	-1.3%	-31.1%	nt
CC(C)Cc1nc(N2CCC(C(N)=O)CC2)c2nnn(Cc3ccccc3)c2n1	-14.9%	-2.8%	12.6%	9.9%	-2.8%	-16.9%	-2.9%	15.3%	0.5%
COc1ccc(NC(=O)c2cc(-c3cc(C)ccc3O)n[nH]2)cc1Cl	-14.9%	-5.1%	9.8%	-3.2%	-0.6%	15.3%	-2.5%	1.8%[59 µM]	-1.0%
COc1ccc(S(=O)(=O)N2CCN(c3ccccn3)CC2)cc1OC	-0.6%	4.5%	18.2%	18.2%	-5.7%	-1.6%	-19.1%	2.7%[59 µM]	-6.0%
COCCn1cnc2c1c(=O)n(CC(=O)OCC#N)c(=O)n2Cc1ccccc1	-9.2%	10.4%	36.4%	0.8%	-1.3%	2.5%	-16.4%	2.3%	0.7%
CC(=O)c1ccc(NC(=O)CN2CCC(NC(=O)C3CCCCC3)CC2)cc1	-8.8%	8.9%	24.7%	2.8%	-7.3%	154.6%[activator]	-3.7%	11.1%	1.3%
O=C(NCc1ccco1)c1ccc(Cl)c(S(=O)(=O)Nc2ccccc2)c1	-10.3%	i	16.3%[57 µM]	12.2%	4.1%	36.1%[activator]	-21.1%	?	-3.6%
Cc1nc2ncnn2c(C)c1CCC(=O)N1CCc2ccccc2C1	-6.2%	-1.2%	36.7%	-5.3%	-0.3%	9.3%	-15.4%	-21.4%	0.7%
Cc1cccc(C)c1NC(=O)CN(C)C(=O)c1ccccc1Cc1ccccc1	2.8%	i	26.5%	-7.1%	-2.2%	30.6%[activator]	-5.3%	6.0%	nt
CN(CC(=O)NCCN1CCOCC1)S(=O)(=O)c1ccc(F)cc1	-5.6%	-5.9%	23.6%	24.2%	0.0%	123.8%[activator]	1.8%	23.5%[59 µM]	0.7%
CCN1CCN(c2cc3c(nn2)Oc2ccccc2N3C)CC1	11.5%	-14.3%	14.7%	2.7%	0.3%	-14.4%	4.6%	50.1µM*	2.3%

Screening results deposited in PubChem BioAssay by National Center for Advancing Translational Sciences (NCATS).
